Abeta yeast res: qHTS for compounds that reverse cellular toxicity of Amyloid beta (A-beta) peptide in yeast: Primary Screen; yeast expressing A-beta42, growth rescue, OD600, 48 h; response scale: 0% DMSO, 100% iron-clioquinol control; Potency, µM (doses to about 46.1 µM), without a hit: at the top dose growth rescue, hits mostly activators; 0.063% of 410,000 active; further: potency means the concentration at half of the fitted maximal effect; nearly all actives have a fitted effect of over 55% in size
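Growth rescue measured by 600 nm absorbance after 48 h yeast culture at 30 C with compound. Values normalized between DMSO and an equimolar ferric chloride plus clioquinol control.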
aSyn rescue: qHTS of alpha-syn Inhibitors; Yeast expressing alpha-synuclein, growth rescue, BacTiter-Glo, 24 h; Potency, µM (series often up to 46.1 µM), inactives show at the top dose growth rescue (activation), most hits filed as activators; 0.14% of 370,000 active; AID 652106, 2013; further: potency means the concentration at half of the fitted maximal effect; % of control where 0% means no effect; nearly all actives have a fitted effect of over 65% in size
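Readout is rescue of growth in alpha-synuclein-expressing yeast, so inhibitors of toxicity appear as activators. Growth after 24 hr at 30 deg C in galactose medium is quantified by luminescence.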
PLK1 PBD block: qHTS for Inhibitors of PLK1-PDB (polo-like kinase 1 - polo-box domain): Primary Screen; Serine/threonine-protein kinase PLK1 (Homo sapiens), P53350; Plk1 PBD binding of FITC phosphopeptide, fluorescence polarization; Potency, µM, without a hit: max response, negative = inhibition, most hits filed as inhibitors; 2.8% of 360,000 active; AID 720504, 2013; further: potency means the concentration at half of the fitted maximal effect; series mostly up to about 57 µM; on the % scale 0 is the no-effect control and ±100 the full control effect; nearly all actives have a fitted effect of over 65% in size
Target sequence (P53350 whole entry, looked up, the tested form may be a part): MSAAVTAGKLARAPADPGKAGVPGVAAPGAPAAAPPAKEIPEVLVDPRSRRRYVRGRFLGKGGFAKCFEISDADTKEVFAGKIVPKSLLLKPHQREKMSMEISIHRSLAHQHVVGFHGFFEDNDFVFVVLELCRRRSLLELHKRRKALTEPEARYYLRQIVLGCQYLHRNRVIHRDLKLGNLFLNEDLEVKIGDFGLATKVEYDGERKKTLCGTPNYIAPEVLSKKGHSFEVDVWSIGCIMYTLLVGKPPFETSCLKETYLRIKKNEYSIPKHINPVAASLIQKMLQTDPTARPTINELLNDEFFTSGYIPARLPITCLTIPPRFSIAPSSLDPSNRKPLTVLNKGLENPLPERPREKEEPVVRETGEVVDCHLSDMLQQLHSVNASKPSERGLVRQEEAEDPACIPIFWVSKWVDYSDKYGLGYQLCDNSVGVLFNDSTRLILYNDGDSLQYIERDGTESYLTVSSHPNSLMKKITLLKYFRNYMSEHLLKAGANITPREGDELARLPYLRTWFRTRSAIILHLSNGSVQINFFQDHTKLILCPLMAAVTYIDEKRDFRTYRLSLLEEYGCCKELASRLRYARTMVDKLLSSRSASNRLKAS
FUS yeast rescue: qHTS for Suppressors of FUS Proteinopathy: Primary screen using FUS-linked yeast assay | Potency, µM (series often up to 76.6 µM), for the others: top-dose growth rescue (activation), most hits filed as activators | S. cerevisiae FUS-expressing, growth rescue, OD600, 24 h | 0.24% of 390,000 active | AID 1347120, 2019;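 further: potency means the concentration at half of the fitted maximal effect; plate controls were DMSO vehicle for no effect and reference control for full effect; nearly all actives have a fitted effect of over 55% in size; some results filed as inactive show a strong effect at the top dose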
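Compound concentration series was pinned onto galactose-induced FUS-expressing yeast seeded at OD 0.005. Plates sat 24hr at 30C; absorbance at 600 nm gave growth. DMSO served as background control.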
WRN helicase inh: qHTS for Inhibitors of WRN Helicase; Potency, µM (titrated, usually from 114 µM), without a hit: at the top dose activity change, negative = inhibition, actives largely listed as inhibitors; AID 651768, 2012; 0.46% of 360,000 active; WRN helicase unwinding, fluorescent forked duplex, kinetic; further: potency means the concentration at half of the fitted maximal effect; on the % scale 0 is the no-effect control and ±100 the full control effect; nearly all actives have a fitted effect of over 55% in size
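Enzyme (20 nM final) and test compound sit together 15 min at room temperature before substrate addition. Substrate is a single-forked duplex oligonucleotide (100 nM) labelled with fluorophore and quencher, with 2 mM ATP; helicase unwinding raises red fluorescence, read kinetically.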
EPAC1 antag: qHTS for Antagonist of cAMP-regulated guanine nucleotide exchange factor 3 (EPAC1): primary screen; Potency, µM (top dose mostly 115 µM), inactives show at the top dose activity change, negative = inhibition, actives largely listed as inhibitors; EPAC1 GEF assay, Rap1b-BODIPY-GDP exchange fluorescence; 0.14% of 360,000 active;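 further: potency means the concentration at half of the fitted maximal effect; plate controls were vehicle for no effect and positive control for full effect; nearly all actives have a fitted effect of over 50% in size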
PI5P4K alpha inh: qHTS for Inhibitors of phosphatidylinositol 5-phosphate 4-kinase (PI5P4K). Phosphatidylinositol 5-phosphate 4-kinase type-2 alpha (Homo sapiens), P48426. PI5P4Kalpha enzyme, ADP-Glo luminescence, 60 min; hits give low values. max response, %. 1.2% of 330,000 active. AID 652105, 2013; active means max response of -50% or lower; inconclusive means between -30% and -50%; inactive means -30% or higher; further: value at the top dose of about 77 µM; on the % scale 0 is the no-effect control and ±100 the full control effect
Target sequence (P48426 whole entry, looked up): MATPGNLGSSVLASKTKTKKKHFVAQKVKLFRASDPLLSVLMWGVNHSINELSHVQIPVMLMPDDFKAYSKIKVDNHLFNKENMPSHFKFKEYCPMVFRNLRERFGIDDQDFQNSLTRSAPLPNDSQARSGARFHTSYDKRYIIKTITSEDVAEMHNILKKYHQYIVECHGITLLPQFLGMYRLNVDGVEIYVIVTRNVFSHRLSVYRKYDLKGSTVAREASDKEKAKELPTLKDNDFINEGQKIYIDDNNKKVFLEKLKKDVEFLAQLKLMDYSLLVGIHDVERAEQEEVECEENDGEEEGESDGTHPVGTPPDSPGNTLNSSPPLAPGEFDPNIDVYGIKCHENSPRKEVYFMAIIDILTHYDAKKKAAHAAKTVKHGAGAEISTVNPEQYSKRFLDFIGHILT
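ADP-Glo luminescence end-point after a 60 min room-temperature kinase reaction. PI5P4Kalpha and substrate in HEPES pH 7.4 buffer with EGTA, 0.1% CHAPS and 5% DMSO; ATP at 5 microM final.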
EPAC1 ag: qHTS for Agonist of cAMP-regulated guanine nucleotide exchange factor 3 (EPAC1): primary screen | Rap guanine nucleotide exchange factor 3 (Homo sapiens), O95398 | EPAC1 agonist qHTS, biochemical assay; response scale: 100% = response to 6.5 mM cAMP | Potency, µM (doses to about 154 µM), without a hit: at the top dose activation, usual class: activators | 0.073% of 360,000 active | AID 720707, 2013; further: potency means the concentration at half of the fitted maximal effect; nearly all actives have a fitted effect of over 60% in size
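Nucleotide exchange by EPAC1 (100 nM) on Rap1B–BODIPY-GDP (250 nM) in the presence of 50 uM GDP is tracked fluorescently at 480/540 nm over 30 min. Signals are normalized to a 6.5 mM cAMP control.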
IL2 activator: qHTS of IL-2 Activators. IL-2 activation reporter assay, cell-based qHTS; stimulated with anti-CD3/CD4/CD28 beads; in transgenic mouse T cells. activation, % (series mostly up to about 46 µM). 0.065% of 360,000 active. AID 652025, 2013; in the data active means activation above about 50%; inconclusive means mostly about 30% to 49%; further: 0% is about no effect
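Unstimulated transgenic mouse T cells preincubated 60 min with compound, then stimulated with anti-CD3/anti-CD4-coated beads plus anti-CD28 for 18 h at 37 degrees C. IL-2 response read as EGFP and DsRed fluorescence by plate cytometry.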
Starred values were filed as active, the others as inactive; ? = inconclusive; nt = not tested or not shown; [ ] = remark or other dose. Unless noted, the call rests on the fitted dose curve; in most records, active means well fitted curve in the direction sought with a large enough effect; inconclusive means small, poorly fitted or top-dose-only effect, or another doubt; inactive means no such curve, though single readings can be large; an effect the other way counts as inactive or inconclusive.

SMILES,Abeta yeast res,aSyn rescue,PLK1 PBD block,FUS yeast rescue,WRN helicase inh,EPAC1 antag,PI5P4K alpha inh,EPAC1 ag,IL2 activator
O/N=C/c1ccc(OCc2ccccc2)c(Br)c1,-45%[inhibitor],-15%,2%,-8%,-7%,-5%,3,11%,-2.2
Cc1nc(CNS(=O)(=O)c2cccs2)cs1,-17%,1%,-4%,-35%,3%,-14%,6,-13%,-0.2
COC(=O)C1=C(N)c2ccccc2C1(C#N)c1ccccc1 (stereo not given),6%,5%,-6%,5%,8%,2%,2,2%,-0.3
Cc1cccc(C)c1NC(=O)N1CC=C(n2c(=O)[nH]c3ccccc32)CC1,-4%,-7%,-3%,-21%,-13%,7%,1,-4%,-0.4
FC(F)(F)C(F)(F)C(F)(F)c1nnc2ccc(N3CCOCC3)nn12,26%,6%,-2%,-13%,-12%,-3%,1,-20%,-0.2
COc1ccccc1CNS(=O)(=O)c1ccc(N2CCCC2)cc1Br,0%,2%,-13%,19%,1%,5%,2,-28%,-0.8
CC(C)c1nnc(NC(=O)CCC(=O)NC2CCCCCC2)s1,8%,1%,0%,-1%,2%,-18%,0,0%,0.6
CCn1cc(CCCC(=O)NCc2cccnc2)c2ccccc21,2%,-2%,2%,-19%,-3%,0%,-12,-2%,-0.5
O=C(Nc1ccc(F)cc1)Nc1ccc(S(=O)(=O)N2CCCC2)cc1,2%,?,1%,6%,-9%,-26%,7,2%,-0.7
C=CCNC(=O)/C(C#N)=C/c1ccc2c(c1)OCCO2,?,5%,-12%,7%,0%,0%,-6,9%,0.2
Cc1ccc2nc(SC(C)C(=O)NC3CCCC3)[nH]c2c1 (stereo not given),1%,10%,2%,-4%,7%,3%,-4,-4%,-0.5
O=C(Nc1ccc(S(=O)(=O)Nc2ccccc2)cc1)C1COc2ccccc2O1 (stereo not given),?,19%,-3%,42%,-12%,-5%,nt,19%,-1.8
CCC(=O)Nc1ccc(NC(=S)NC(=O)Cc2ccccc2)cc1,2%,4%,-4%,4%,-3%,-11%,-8,1%,-2.1
Cc1cccc(-n2ncc3c2CCCC3NC(=O)C2=CC(=O)CC(C)(C)O2)c1C (stereo not given),-8%,0%,-5%,19%,-12%,4%,1,-6%,-1.0
Cc1nn(-c2ccc(C(=O)O)cc2)c(C)c1Oc1ccccc1O,4%,5%,-7%,13%,-7%,10%,nt,-6%,1.4
COc1ccc(NC2SC(=O)N(C)C2=O)cc1 (stereo not given),-3%,12%,0%,-27%,3%,-14%,?,3%,-4.4
CN1CCN(S(=O)(=O)c2cccc(C(=O)NC3CCCC3)c2)CC1,21%,2%,-1%,-4%,-7%,-12%,-10,-74%[inhibitor],0.3
CN(C)c1nc2c(c(=O)n(C)c(=O)n2C)n1CC(=O)c1cccs1,-16%,22%,-8%,9%,-27%,-9%,2,-17%,-4.1
COc1ccc(CN2CCCCCC2)cc1Br,-21%,5%,-14%,33%,-5%,1%,2,3%,-0.6
O=C(N/N=C/c1ccc([N+](=O)[O-])o1)c1ccncc1,-23%,-2%,-2%,1%,-9%,-16%,1,-6%,-2.1
O=C(NCC1COc2ccccc2O1)c1ccc(NC(=O)C(c2ccccc2)c2ccccc2)cc1 (stereo not given),-1%,0%,-2%,10%,-5%,-8%,2,-18%,-0.5
CCOc1cc(C(C#N)N2CCOCC2)ccc1OC (stereo not given),0%,-6%,-14%,nt,-19%,-7%,6,-1%,-7.3
O=C(Nc1cccc2c1CCCC2)c1cc(C2CCCCN2C(=O)CCCc2ccccc2)on1 (stereo not given),-11%,-2%,4%,21%,0%,-18%,0,-4%,0.3
O=C(C1=C[C@H](c2ccccc2)C[C@H](OCc2ccc(CO)cc2)O1)N1CCOCC1,0%,1%,-8%,-13%,0%,1%,6,2%,0.9
O=C(CSc1nc(-c2ccccc2)c(-c2ccccc2)[nH]1)Nc1ccc2c(c1)OCO2,-3%,-2%,?,8%,-2%,-7%,-5,-3%,-1.3
CC(=O)N1CCN(c2ccc(NC(=O)c3ccc(OCc4ccccc4)cc3)cc2)CC1,-8%,0%,15µM*,-8%,0%,1%,-28,-1%,-0.8
CCCCN(Cc1cccs1)S(=O)(=O)c1csc(C(N)=O)c1,21%,2%,4%,-13%,-1%,-15%,-1,-4%,-0.8
CCNC1(C(N)=O)CCN(Cc2ccccc2)CC1,-10%,-8%,-1%,-6%,-7%,-3%,2,8%,-0.4
COc1ccc(CN(C(=O)c2cc3ccccc3oc2=O)C2CCCC2)cc1,4%,11%,-12%,18%,-4%,-23%,0,1%,3.2
COC(=O)C(C(=O)OC)C(C[N+](=O)[O-])c1ccc(O)c(OC)c1 (stereo not given),7%,-1%,6%,-5%,-7%[57.1 µM],25%,4,5%,-0.2
Cc1nn(-c2ccccc2)c(N)c1N=Nc1ccccc1,-54%[inhibitor],-14%,3%,4%,-22%,-18%,-2,15%,-0.6
CCC(=O)c1ccc(OCC(=O)Nc2ccccc2N2CCCCC2)cc1,14%,0%,-2%,13%,6%,-21%,5,-6%,-0.8
Cc1ccc(C(=O)NN2CCOCC2)cc1[N+](=O)[O-],8%,-3%,-3%,3%,-3%,6%,-2,20%,0.7
CCn1c(SCC(=O)N(Cc2ccccc2)C2CCS(=O)(=O)C2)nc2ccccc2c1=O (stereo not given),19%,-1%,-2%,4%,-1%,-16%,14,0%,0.6
Cc1ccc(Sc2cnc3ccccc3n2)cc1,-24%,-8%,-5%,15%,-14%,2%,14,5%,0.5
CC(C)(C)c1cc[n+](-c2[nH]c(=O)sc2/C=N/N=C(\[O-])c2ccccc2)cc1,-4%,-7%,-17%,6%,-3%,3%,3,-5%,-4.1
O=C(N/N=C/c1ccc(Br)s1)c1ccccc1[N+](=O)[O-],-4%,-1%,-6%,38%,-3%,2%,nt,13%,-1.8
Cc1cc(=S)[nH]c2ccccc12,7%,0%,?,nt,-22%,-24%,2,-6%,-6.6
CC(C)Cn1c(N)c(C(=O)COC(=O)c2cc(C3CC3)nc3ccccc23)c(=O)n(C)c1=O,14%,1%,-4%,?,-34%,-6%,4,-8%,-3.5
COc1cc(-c2cnc3c(NC(C)=O)cc(-c4ccc(N5CCN(C)CC5)cc4)cn23)cc(OC)c1OC,0%,1%,4%,10%,-5%,-5%,-20,-12%,-0.5
CSc1nc(COC(=O)NC(C)C)c(COC(=O)NC(C)C)n1Cc1ccccc1,-16%,-2%,2%,-21%,-9%,-23%,2,-20%,-0.2
O=C(c1cc(COc2ccc(F)cc2Cl)on1)N1CCC(c2ccncc2)CC1,4%,6%,4%,7%,0%,13%,-1,-6%,-0.4
O=C(C[n+]1cccc(/C=N/O)c1)N(Cc1ccccc1)Cc1ccccc1,5%,13%,3%,0%,1%,5%,3,0%,2.1
CC(C)c1ccc(Cc2nnc(NCCCO)[nH]c2=O)cc1,nt,-8%,-6%,-19%,-2%,6%,2,-2%,0.3
O=C(Cc1ccccc1)Nc1ccccc1C(=O)N1CCCCC1,13%,-4%,-12%,-4%,8%,-25%,4,0%,-0.1
CC(C)CC(C(=O)O)N1C(=O)[C@@H]2[C@H](C1=O)[C@@H]1C[C@H]2C(Br)C1Br (stereo not given in full),-5%,-14%,-3%,nt,11%,8%,0,-2%,-0.5
CSc1ncc(Cl)c(C(=O)Nc2ccccc2[N+](=O)[O-])n1,4%,4%,-8%,-11%,13%,4%,-12,4%,0.3
CCOC(=O)C1CCCN(C(=O)c2cc(-c3cccs3)oc2C)CC1 (stereo not given),0%,3%,-4%,-1%,-7%,3%,-2,11%,-0.3
Cc1onc(-c2ccccc2)c1C(=O)Nc1nnc(N2CCCCCC2)s1,2%,-8%,-5%,15%,0%,4%,-2,15%,-2.6
O=C(O)c1ccc(Cl)c(S(=O)(=O)NCc2ccco2)c1,-1%,6%,-8%,20%,-4%,0%,-20,-1%,0.3
COc1ccccc1OCC(=O)Nc1cc(NC(=O)COc2ccccc2OC)cc(C(=O)O)c1,8%,3%,-19%,?,-23%,-19%,-5,6%,-0.1
CCOc1ccc2oc(C(=O)NC(C)(C)CC)c(C)c2c1,-13%,-1%,-7%,11%,3%,-12%,2,4%,-1.5
O=C(NC(=S)Nc1ccc(CN2CCOCC2)cc1)c1ccc(-c2ccc(Cl)cc2)o1,5%,-1%,-19%,-8%,0%,7%,1,10%,0.3
CC(=O)c1cc(Cl)ccc1OCC(=O)Nc1cccc(S(=O)(=O)N2CCCC2)c1,8%,0%,7%,0%,2%,7%,1,9%,1.3
CCOc1ccc(NC(=O)CN2CCN(CC(=O)Nc3ccc4c(c3)OCCO4)CC2)cc1,-5%[9.22 µM],-7%,-7%,-37%,-22%,-3%,2,6%,2.9

Single values from the entries so far:
O=C(C[n+]1cccc(/C=N/O)c1)N(Cc1ccccc1)Cc1ccccc1 in PI5P4K alpha inh: 3
CC(C)c1ccc(Cc2nnc(NCCCO)[nH]c2=O)cc1 in IL2 activator: 0.3

From PubChem

No enrichment for hits, and some 4.1% of all compounds hit somewhere here.
